# BCLXL inh – inhibitors of human Bcl-xL; Q07817; GST-Bcl-xL / FITC-Bim BH3 peptide fluorescence polarization; inhibition, % at 10.9 µM; hit rate 0.7% among 320,000;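 active means inhibition above the mean of all tested compounds plus 3 SD, cutoff set per campaign, cut at about 30% in these data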;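 further: 0% = DMSO wells and 100% = unlabeled Bim-BH3 peptide competitor; inhibitors lower millipolarization by displacing the labeled peptide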
# TPT1 inh – blocks Candida albicans tRNA 2'-phosphotransferase. recombinant caTPT1, FP RNA substrate dephosphorylation. inhibition, % at 5 µM. hit rate 0.81% among 300,000. AID 1962;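 active means inhibition above the mean of all tested compounds plus 3 SD, set per screening campaign, cut at about 24% in these data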;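 further: plate controls were DMSO alone for no effect and ferristatin control at 100 nM for full effect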
# GSTO1 inh – GSTO1 inhibition, counter-screen for RBBP9 inhibitors; P78417; recombinant GSTO1, activity-based probe fluorescence polarization; inhibition, % at 5.96 µM; hit rate 1.1% among 300,000; AID 1974;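 active means inhibition above the campaign mean inhibition plus 3 SD, cut at about 35% in these data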;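 further: 0% = GSTO1-1 with DMSO and 100% = wells lacking GSTO1-1 enzyme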
# GLD-1 TGE inh – GLD-1-TGE RNA interaction inhibition (C. elegans); Q17339; purified GLD-1 + fluorescein TGE RNA, fluorescence polarization; inhibition, % at 5.96 µM; hit rate 0.44% among 320,000; AID 2280;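 active means percent inhibition above a per-plate cutoff, the plate mean of test compounds plus 3 SD, cut at about 30% in these data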;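 further: 0% = DMSO wells with GLD-1 and probe and 100% = wells lacking GLD-1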
# Target sequence (Q17339 whole entry, looked up): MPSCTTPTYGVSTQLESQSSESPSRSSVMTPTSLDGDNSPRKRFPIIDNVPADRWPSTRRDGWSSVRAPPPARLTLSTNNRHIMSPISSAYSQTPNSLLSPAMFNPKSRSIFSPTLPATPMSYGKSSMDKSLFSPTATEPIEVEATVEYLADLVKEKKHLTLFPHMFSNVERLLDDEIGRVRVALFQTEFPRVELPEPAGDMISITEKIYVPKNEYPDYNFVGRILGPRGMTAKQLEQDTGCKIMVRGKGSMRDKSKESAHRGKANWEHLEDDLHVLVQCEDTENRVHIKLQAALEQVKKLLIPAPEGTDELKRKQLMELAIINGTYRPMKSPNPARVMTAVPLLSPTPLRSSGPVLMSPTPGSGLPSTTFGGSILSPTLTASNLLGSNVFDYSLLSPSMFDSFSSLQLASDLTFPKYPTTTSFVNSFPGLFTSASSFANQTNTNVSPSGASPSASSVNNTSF
# PME-1 primary – PME-1 (human) inhibition; Q9Y570; recombinant PME-1, FP-Rh probe fluorescence polarization; inhibition, % at 5.9 µM; hit rate 0.53% among 320,000;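 active means inhibition above the campaign mean of all compounds plus 3 SD, cut at about 26% in these data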;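 further: competitive labeling of PME-1 active site by serine hydrolase directed probe; 0% = PME-1 with DMSO and 100% = wells lacking PME-1 enzyme; inhibitors block probe labeling so polarization falls and inhibition rises; many of its hits are not listed in these tables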
# PAD4 FP inh – blocks human protein arginine deiminase 4; hit rate 0.41% among 330,000; recombinant PAD4, RCA probe fluorescence polarization; inhibition, % at 6.36 µM;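 active means percent inhibition above a cutoff equal to the mean of all tested compounds plus 3 SD, cut at about 15% in these data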;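 further: 0% = PAD4 with RCA probe and DMSO and 100% = probe without PAD4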
# MEX-5 binding – C. elegans MEX-5 TCR-2 RNA binding activity. Q9XUB2. MEX-5/FITC-TCR2 RNA binding, fluorescence polarization; active compounds read low. activity score (negative = inhibition of binding), % at 10 µM. hit rate 0.38% among 300,000. AID 1832;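 active means inhibition past about -25% in most replicates, and total fluorescence under double the plate's negative control median, limit read from the data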;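 further: 0% = DMSO and -100% = 5 µM competing unlabeled TCR2 RNA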
# Target sequence (Q9XUB2 whole entry, looked up): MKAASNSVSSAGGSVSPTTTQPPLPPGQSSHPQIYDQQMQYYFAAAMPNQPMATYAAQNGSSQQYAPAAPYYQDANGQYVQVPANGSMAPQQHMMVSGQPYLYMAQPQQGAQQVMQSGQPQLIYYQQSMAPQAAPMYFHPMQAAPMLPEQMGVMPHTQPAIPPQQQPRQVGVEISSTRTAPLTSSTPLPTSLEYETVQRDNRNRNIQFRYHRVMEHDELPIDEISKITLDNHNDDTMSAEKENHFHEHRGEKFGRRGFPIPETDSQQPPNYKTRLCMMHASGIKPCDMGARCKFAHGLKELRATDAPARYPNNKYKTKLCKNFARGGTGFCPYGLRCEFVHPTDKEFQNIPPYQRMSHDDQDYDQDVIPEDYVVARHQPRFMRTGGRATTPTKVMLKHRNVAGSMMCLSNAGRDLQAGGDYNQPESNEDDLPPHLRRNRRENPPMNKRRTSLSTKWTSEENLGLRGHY
# Fam108B inh – counter-screen for RBBP9 inhibitors: inhibitors of mouse Fam108B; inhibition, % at 9.51 µM; hit rate 0.33% among 300,000; recombinant Fam108B, FP-Rh probe fluorescence polarization; AID 1947;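 active means inhibition above the screen mean inhibition plus 3 SD, computed separately per campaign, cut at about 18% in these data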;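 further: inhibitors lower polarization as less probe binds the enzyme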
# MCL1-BIM inh – MCL1-BIM-BH3 interaction inhibition (human); Q07820; GST-MCL1 / FITC-Bim-BH3 fluorescence polarization; inhibition, % at 10.9 µM; hit rate 0.68% among 320,000; AID 2057;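 active means inhibition above the mean inhibition of all tested compounds plus 3 SD, set per campaign, cut at about 40% in these data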;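 further: 0% = DMSO wells and 100% = unlabeled Bim-BH3 peptide control; higher means more loss of mP so more displacement of Bim peptide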
# The depositor's hits bear a star; x = no result given. An excerpt (hit frequency here may not be typical).
SMILES,BCLXL inh,TPT1 inh,GSTO1 inh,GLD-1 TGE inh,PME-1 primary,PAD4 FP inh,MEX-5 binding,Fam108B inh,MCL1-BIM inh
CCN(CC)S(=O)(=O)c1ccc(C)c(NC(=O)COC(=O)C=C(C)C)c1,0,1,7,1,8,1,-3.7,-1,-6
O=C1/C(=C\c2ccc3ccccc3c2)CCCc2ccccc21,3,-2,2,0,-6,1,0.9,-5,-2
O=C(Nc1ccccn1)c1cc2cc([N+](=O)[O-])ccc2s1,-13,2,-5,0,-8,-4,-0.6,-14,2
CCOc1ccc2nc(NC(=O)C3CCN(S(=O)(=O)c4cnc[nH]4)CC3)sc2c1,-2,-4,5,0,0,-1,-2.1,-1,5
COc1cc(O)c(C(CC(=O)N2CCCCC2)c2cc(OC)c(OC)c(OC)c2)c(OC)c1 (configuration not stated),4,-2,7,3,-1,3,-0.6,4,4
C[C@]12CC[C@@H]3c4ccc(O)cc4[C@@H](O)C[C@H]3[C@@H]1CC[C@@H]2O,7,-1,4,3,-5,-1,-1.4,-4,-4
CCC1CCCCN1Cc1nc2c(c(=O)n(C)c(=O)n2C)n1Cc1cccc2ccccc12 (configuration not stated),2,-5,0,-2,3,2,0.6,3,-3
NCCNc1ccc(C(=O)N2c3ccccc3Sc3ccccc32)cc1[N+](=O)[O-],1,-2,-1,3,-1,-2,-2.7,3,8
O=C(NC1CCCC1)c1cc(-c2ccc(F)cc2)on1,7,-1,-1,-3,-1,3,0.3,4,11
COc1ccc(NC(=O)CC(NCCc2ccccc2)C(=O)O)c(OC)c1 (configuration not stated),2,-1,-2,7,0,0,2.2,3,9
COC(=O)CCS(=O)(=O)c1ccc(NC(C)=O)cc1,1,0,1,-6,2,-4,1.0,1,3
C=CCNC(=O)COC(=O)CNC(=O)c1cc(Cl)cc([N+](=O)[O-])c1,-3,-2,0,6,2,-6,0.1,-1,-1
COc1ccc(Cc2noc(CN3CCCN(C4Cc5ccccc5C4)CC3)n2)cc1OC,7,2,-3,4,-1,-1,-0.4,5,3
CCOc1ccc(S(=O)(=O)n2cc(-c3ccccc3)c(N)n2)cc1,-4,4,-1,2,-2,1,0.9,-3,-12
Cc1ccc(NC(=O)CN2C(=O)NC(C)(C3CC3)C2=O)c([N+](=O)[O-])c1 (configuration not stated),3,x,x,1,8,-6,x,x,1
O=C(CCl)N1N=C(c2cccs2)CC1c1ccco1 (configuration not stated),5,1,92*,-16,3,-1,-0.8,-6,0
O=C(Nc1ccccc1)C1CCN(C(=O)c2ccc([N+](=O)[O-])cc2)CC1,2,2,5,-2,3,-3,-1.8,4,7
CN(C)S(=O)(=O)c1ccc(NC(=O)COC(=O)C2CC3CCCC(C2)C3=O)cc1 (configuration not stated),0,1,5,1,2,-3,-1.1,-1,-5
CC1=NN(c2ccccc2)C(=O)/C1=C/c1cc(C)n(C2CC2)c1C,-3,4,5,-5,4,-8,1.3,1,0
COC(=O)c1c(NC(=O)COC(=O)CCS(=O)(=O)c2ccc(C)cc2)sc(C)c1C,3,4,16,-7,0,3,-0.2,-2,2
COc1ccc(Cn2c(CCC(=O)Nc3ccc(C)c(C)c3)nc3cccnc32)cc1,1,0,-6,4,-3,0,1.8,-3,0
Cc1ccc(S(=O)(=O)N(Cc2ccccc2)c2ccccc2C(=O)NCc2ccco2)cc1,2,1,0,10,4,-3,0.1,-1,3
Cc1snc(S(=O)(=O)/C(C#N)=N\Nc2ccccc2)c1C#N,-2,-4,-1,3,2,-1,2.1,1,8
CC(C)n1c(CNC(=O)c2ccccc2)nc2ccccc21,0,3,5,12,-3,2,-1.1,1,5
NC(=O)C1CCN(c2cc(Cl)ccc2[N+](=O)[O-])CC1,5,-3,23,-4,2,2,-1.1,3,5
CCCCCC1CC(CC(=O)NC(=S)Nc2ccc([N+](=O)[O-])cc2)C(=O)O1 (configuration not stated),-8,3,-1,-6,3,-1,0.5,-2,-6
CCOC(=O)CC(=O)CSc1nc2c(sc(=S)n2-c2ccc(OCC)cc2)c(=O)[nH]1,8,1,14,6,2,-2,-0.3,5,15
Cc1c(CCO)c(=O)n(C)n1C(=O)c1ccc(F)cc1,-2,1,22,6,-3,2,-1.1,1,-2
Cc1cccc(OCC(=O)Nc2nc(-c3ccncc3)cs2)c1,6,x,x,-5,-5,-2,x,x,10
O=c1c2cc(-c3ccccc3)sc2ncn1-n1cccc1,4,-1,5,6,-2,1,-1.8,2,0
CCCC(=O)Nc1sc2c(c1C#N)CCCC2,3,-7,-3,-3,5,3,-3.7,-1,2
Cc1cccc(NC(=O)c2ccc(S(=O)(=O)N3CCN(C)CC3)cc2)c1C,7,-3,4,1,-5,0,2.8,1,2
CCOc1ccc(NC(=O)NNC(=O)COc2ccc3ccccc3c2)cc1,-1,0,-4,1,-6,-2,-1.8,-7,4
CC(NS(=O)(=O)/C=C/c1ccccc1)c1ccccc1 (configuration not stated),5,-5,1,6,4,-4,0.9,-1,5
CC(OC(=O)CCc1nc2ccccc2[nH]c1=O)C(=O)c1ccccc1 (configuration not stated),3,0,-6,4,-4,-3,-1.7,2,-1
CCOc1cc(/C=C/C(=O)c2ccc(O)cc2)ccc1OCC(=O)N(C)C,2,-2,2,-4,7,-1,2.9,11,-4
COc1ccc(OC)c(NC(=O)CCN2CCN(c3ccccc3)CC2)c1,5,0,0,2,1,-1,0.2,3,10
O=C1CC(c2ccccc2)Sc2nc(-c3ccccc3)c(-c3ccccc3)n21 (configuration not stated),6,-3,8,-1,-5,2,-1.0,11,9
O=C(Cn1c(=O)sc2ccccc21)N1CCOCC1,3,-2,-3,7,4,2,-0.3,-1,0
COc1ccc(N2CCN(C(=O)[C@@H]3CCCN3C3=NS(=O)(=O)c4ccccc43)CC2)cc1,6,x,x,-2,0,5,x,x,4
CCC(=O)Nc1ccc(/C(C)=N/NC(=O)c2c(Br)c(C)nn2C)cc1,2,0,-1,8,6,2,-0.9,-2,10
COc1ccccc1N1CCN(C(=O)c2ccc(CN3CCc4ccccc4C3)cc2)CC1,9,-5,10,3,0,-1,x,0,3
Cc1ccc(C(=O)NCC(=O)OCCOc2cccc(Cl)c2)cc1,1,2,-2,7,-4,-4,-2.1,-1,-4
CCOc1ccc(OCCCC(=O)Nc2nc3ccccc3[nH]2)cc1,6,2,7,-5,-3,-4,0.9,-3,7
CN1CCN(C(=O)CSc2nc3c(c(=O)n(C)c(=O)n3C)n2C)CC1,6,1,0,1,3,0,0.6,-2,28
CN(C(=O)COC(=O)c1cccc(S(=O)(=O)N2CCCCC2)c1)C1CCS(=O)(=O)C1 (configuration not stated),1,0,2,-3,-2,-1,0.9,2,0
CC(C)CCNC(=O)C1CCC(CNc2c(N3CCCC3)c(=O)c2=O)CC1 (configuration not stated),4,2,0,1,1,0,1.8,0,-2
Cc1c(NS(=O)(=O)c2cc(C(=O)NCc3cccnc3)cc(Cl)c2Cl)c(=O)n(-c2ccccc2)n1C,0,1,-7,0,0,0,0.0,-2,5
O=C(COc1ccccc1[N+](=O)[O-])Nc1ccc(N2CCN(C(=O)c3cccs3)CC2)cc1,7,0,-1,2,7,-2,0.8,4,7
CCN(CC)c1ccc(NC(=O)c2cccc(C)c2OC)c(C)c1,2,1,10,5,1,0,x,5,-5
NC(=O)C1CCN(C(=O)CCSc2ccccc2)CC1,1,-3,5,-4,-2,1,-3.8,-2,0
COc1ccccc1OCC(=O)NC1CCCCCC1,4,2,1,-5,3,-8,1.5,-5,7
O=C(OCCNc1nc(-c2ccccc2)nc2ccccc12)c1cccnc1,0,0,-3,-13,-10,-5,0.0,-2,-1
O=C(NCCSc1ccccc1)c1ccccc1,3,-1,-1,3,-1,-4,2.2,-2,4
Cc1[nH]c2ccccc2c1C(C#N)(C#N)C1C(=O)c2ccccc2C1=O,15,-2,73*,12,1,37*,-2.3,12,11
CN(C)S(=O)(=O)c1cccc(NC(=O)c2cc(=O)[nH]c(=O)[nH]2)c1,5,-1,5,-5,5,-1,0.7,3,3
O=S(=O)(c1ccc2ncn(O)c2c1)N1CCOCC1,1,-1,0,3,-1,-5,1.1,-3,-5
COc1ccc(F)cc1S(=O)(=O)Nc1cc2c3c(c1)CC(=O)N3CCC2,4,0,1,0,4,2,1.9,2,7
Cc1ccc(S(=O)(=O)Nc2cccc(CP(=O)(c3ccccc3)c3ccccc3)c2)cc1,1,1,3,-1,2,-3,1.2,-1,-6
CCCc1cc(=O)[nH]c(SCC(=O)Nc2ccc(OC(F)F)cc2)n1,2,-4,-3,-1,-5,0,-4.0,-6,5

# Quoted at random: 2 compounds from above
SMILES,BCLXL inh,TPT1 inh,GSTO1 inh,GLD-1 TGE inh,PME-1 primary,PAD4 FP inh,MEX-5 binding,Fam108B inh,MCL1-BIM inh
NC(=O)C1CCN(C(=O)CCSc2ccccc2)CC1,1,-3,5,-4,-2,1,-3.8,-2,0
O=C(NCCSc1ccccc1)c1ccccc1,3,-1,-1,3,-1,-4,2.2,-2,4

# Following part:
SMILES,BCLXL inh,TPT1 inh,GSTO1 inh,GLD-1 TGE inh,PME-1 primary,PAD4 FP inh,MEX-5 binding,Fam108B inh,MCL1-BIM inh
CCOC(=O)C(=O)Nc1ccc(OCc2ccccc2)cc1,1,4,-3,1,-7,0,1.7,-2,-2
CCSc1cc(C)nc2c(-c3ccc(Cl)cc3)c(C)nn12,1,-2,-1,3,-1,-5,-0.1,1,-2
O=C(CSc1nncs1)N1CCN(S(=O)(=O)c2ccccc2)CC1,-11,1,-3,-11,-6,-6,0.7,-10,-12
CCC(=O)c1ccc(OCC(=O)Nc2ccccc2N2CCCCC2)cc1,8,1,0,7,-3,-1,0.8,1,13
Cc1nnnn1-c1ccc(CC(=O)O)cc1,2,-2,5,4,-1,-1,-1.2,-1,-3
COc1ccc2oc(C(=O)N(CC(C)C)C3CCS(=O)(=O)C3)c(C)c2c1 (configuration not stated),4,1,-1,2,-3,-3,1.1,4,6
COc1cc(C(=O)N[C@@H](Cc2c[nH]c3ccccc23)C(=O)O)cc(OC)c1OC,3,-4,2,-2,2,-5,-0.8,2,3
Cc1ccc(Nc2ncccc2C(N)=O)cc1[N+](=O)[O-],6,-2,1,2,7,-3,-2.1,1,13
CC(C)NC(=S)N/N=C/c1sc(N2CCCCC2)nc1-c1cccs1,-5,11,-28,-2,17,-8,2.3,2,-16
COc1ccc(C2(CNC(=O)c3ccccc3[N+](=O)[O-])CCOCC2)cc1,3,1,2,-4,-5,-7,-1.2,-1,1
COc1cc(C2C3=C(CC(C)(C)CC3=O)OC3=C2C(=O)CC(C)(C)C3)cc([N+](=O)[O-])c1O,0,-6,4,3,4,-3,-0.9,-1,1
CCOc1ccc(C(=O)NCC(=O)OC2CCOC2=O)cc1OCC (configuration not stated),5,-5,7,3,-3,3,-0.4,0,-4
C=CCNC(=O)/C(C#N)=C/c1c(N2CCN(c3cccc(Cl)c3)CC2)nc2c(C)cccn2c1=O,-2,1,0,4,0,2,-2.4,-3,-1
O=C(CNCCO)NC12CC3CC(CC(C3)C1)C2,0,0,3,-1,3,-3,0.1,-2,-3
O=C(N/N=C/c1ccc(O)cc1)c1ccc(NC(=O)c2ccccc2Br)cc1,0,0,0,2,7,-3,-1.8,14,7
COC(=O)/C(C#N)=C/c1ccc(N2CCOCC2)c([N+](=O)[O-])c1,5,-1,15,6,-2,2,2.5,1,1
CC(C)CCCN1C(Nc2ccccc2)=NC[C@@H]1CC(C)C,0,0,3,3,7,1,-0.1,-2,4
